Compound activity from PubChem BioAssay.
CCHF vOTU inh – CCHFV vOTU protease inhibition; Pep-AMC fluorescence; inhibition, % at 11.5 µM; 370,000 compounds, 0.55% hits; in the data active means inhibition above about 30%; further: 0% = vehicle wells with enzyme and 100% = no enzyme wells
TcdB inh – TcdB glycohydrolase inhibition | 350,000 compounds, 0.24% hits | TcdB glycohydrolase enzymatic assay, plate reader | inhibition, % at 9.99 µM | AID 652162 | P18177; in the data active means inhibition above about 10%
Target sequence (P18177 whole entry, looked up): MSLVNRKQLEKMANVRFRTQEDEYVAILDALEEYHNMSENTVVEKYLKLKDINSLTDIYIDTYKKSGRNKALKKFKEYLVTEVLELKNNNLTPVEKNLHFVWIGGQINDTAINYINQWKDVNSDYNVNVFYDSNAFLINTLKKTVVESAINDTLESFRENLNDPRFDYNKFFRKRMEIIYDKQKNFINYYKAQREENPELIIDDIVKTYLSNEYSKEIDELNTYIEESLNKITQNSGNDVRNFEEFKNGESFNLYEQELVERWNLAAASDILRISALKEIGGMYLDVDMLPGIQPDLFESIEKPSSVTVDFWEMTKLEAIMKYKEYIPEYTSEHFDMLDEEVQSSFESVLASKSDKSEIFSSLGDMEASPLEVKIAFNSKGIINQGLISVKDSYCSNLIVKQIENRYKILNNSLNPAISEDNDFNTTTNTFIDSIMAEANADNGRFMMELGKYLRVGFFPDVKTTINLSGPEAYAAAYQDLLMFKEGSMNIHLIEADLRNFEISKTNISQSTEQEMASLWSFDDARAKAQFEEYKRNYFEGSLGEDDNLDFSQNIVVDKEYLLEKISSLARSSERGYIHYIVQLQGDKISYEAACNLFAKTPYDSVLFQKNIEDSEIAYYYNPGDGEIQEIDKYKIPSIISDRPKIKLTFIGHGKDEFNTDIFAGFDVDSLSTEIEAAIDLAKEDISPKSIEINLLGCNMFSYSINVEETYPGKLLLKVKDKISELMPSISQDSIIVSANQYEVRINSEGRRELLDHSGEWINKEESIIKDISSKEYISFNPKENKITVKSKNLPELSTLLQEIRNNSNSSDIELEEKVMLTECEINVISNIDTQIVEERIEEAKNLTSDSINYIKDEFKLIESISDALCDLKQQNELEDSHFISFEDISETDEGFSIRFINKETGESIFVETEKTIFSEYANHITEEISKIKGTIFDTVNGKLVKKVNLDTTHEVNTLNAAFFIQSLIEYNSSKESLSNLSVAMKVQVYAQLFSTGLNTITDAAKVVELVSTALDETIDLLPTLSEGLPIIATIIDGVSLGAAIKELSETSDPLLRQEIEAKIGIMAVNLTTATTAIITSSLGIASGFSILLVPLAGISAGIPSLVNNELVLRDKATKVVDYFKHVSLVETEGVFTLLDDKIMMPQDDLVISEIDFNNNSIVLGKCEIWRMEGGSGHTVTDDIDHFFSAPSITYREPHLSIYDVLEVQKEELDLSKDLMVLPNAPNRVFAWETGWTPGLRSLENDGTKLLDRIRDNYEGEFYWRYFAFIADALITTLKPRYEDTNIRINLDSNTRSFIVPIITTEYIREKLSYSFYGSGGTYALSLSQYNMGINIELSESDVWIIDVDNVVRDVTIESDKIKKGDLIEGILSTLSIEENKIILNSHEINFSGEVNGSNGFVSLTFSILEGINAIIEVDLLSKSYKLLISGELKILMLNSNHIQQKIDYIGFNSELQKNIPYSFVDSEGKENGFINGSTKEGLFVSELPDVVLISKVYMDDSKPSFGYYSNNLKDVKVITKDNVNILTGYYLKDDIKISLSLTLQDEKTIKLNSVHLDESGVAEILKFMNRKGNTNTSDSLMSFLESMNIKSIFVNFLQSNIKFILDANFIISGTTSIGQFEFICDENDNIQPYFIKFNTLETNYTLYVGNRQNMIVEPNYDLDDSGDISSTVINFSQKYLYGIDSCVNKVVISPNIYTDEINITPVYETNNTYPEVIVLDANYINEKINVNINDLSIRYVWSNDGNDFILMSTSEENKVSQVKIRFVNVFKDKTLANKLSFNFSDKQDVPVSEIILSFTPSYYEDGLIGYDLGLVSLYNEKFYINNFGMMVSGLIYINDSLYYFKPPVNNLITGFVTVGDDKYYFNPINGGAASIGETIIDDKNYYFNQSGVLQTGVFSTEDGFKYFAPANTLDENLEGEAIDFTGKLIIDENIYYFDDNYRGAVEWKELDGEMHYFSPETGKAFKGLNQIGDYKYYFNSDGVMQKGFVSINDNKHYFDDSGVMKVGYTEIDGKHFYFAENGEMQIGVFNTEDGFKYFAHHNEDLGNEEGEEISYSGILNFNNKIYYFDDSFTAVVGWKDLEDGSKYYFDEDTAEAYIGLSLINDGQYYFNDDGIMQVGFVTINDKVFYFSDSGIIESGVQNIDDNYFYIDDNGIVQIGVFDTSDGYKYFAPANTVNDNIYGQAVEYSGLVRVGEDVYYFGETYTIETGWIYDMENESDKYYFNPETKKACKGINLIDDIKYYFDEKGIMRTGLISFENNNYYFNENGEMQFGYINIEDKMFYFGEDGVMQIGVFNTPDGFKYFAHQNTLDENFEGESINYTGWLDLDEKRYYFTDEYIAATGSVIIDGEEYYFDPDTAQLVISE
PrPC surface inh – inhibitors of human cell surface prion protein PrPC; TR-FRET read-out; 370,000 compounds, 0.43% hits; inhibition, % at 13.8 µM; in the data active means inhibition above about 24%; further: 0% = median of the test wells and 100% = reference compound wells
Numbers without * were called inactive; & = joins results of further samples.

`COCC1CN(CCc2ccc(F)cc2)S(=O)(=O)c2c(OCCN3C(=O)[C@@H]4[C@H](C3=O)[C@@H]3C=C[C@H]4C3)cccc2O1` (stereo partly specified) gave CCHF vOTU inh 1.7, TcdB inh 1.6 and PrPC surface inh 0.7.
For C[C@@H](NS(=O)(=O)c1c(F)cccc1F)c1ccccc1 the results were CCHF vOTU inh 2.8, TcdB inh 0.4 and PrPC surface inh -10.2.
For COc1ccc(CN2C[C@@]3(O)CC[C@@H](O)[C@@H](OC)[C@@H]3[C@@](C)(O)[C@@H]2CC=C(C)C)cc1 the results were CCHF vOTU inh 12.3, TcdB inh 1.1 and PrPC surface inh 4.4.
For Cc1cccc(/C=C/C(=O)c2ccc(N3CCOCC3)cc2)c1 the results were CCHF vOTU inh -9.1, TcdB inh -0.1 and PrPC surface inh -6.2.
`COc1ccc(-c2ccc3c(n2)CCCN3S(=O)(=O)c2ccccc2)cc1` gave CCHF vOTU inh -7.4, TcdB inh 1.4 and PrPC surface inh 3.0.
`O=C(CSc1ccc(Cl)cc1)Nc1cc(-c2nc3ncccc3o2)ccc1Cl` gave CCHF vOTU inh -7.3, TcdB inh -1.2 and PrPC surface inh -4.8.
For COC(=O)C1=C(C)N(Cc2ccc(C(F)(F)F)cc2)C(=NCc2ccc(C(F)(F)F)cc2)NC1c1ccc(F)cc1 (stereo unspecified) the results were CCHF vOTU inh 17.4, TcdB inh -0.2 and PrPC surface inh 7.8.
For O=C(NCCN1CCC2(CC1)C(=O)NCN2c1ccccc1)c1cccnc1Cl the results were CCHF vOTU inh -13.2, TcdB inh 1.0 and PrPC surface inh -8.7.
COc1ccc(NC(=O)C(c2ccncc2)n2c(=O)c(-c3ccccc3)nc3ccccc32)cc1 (stereo unspecified) was read as CCHF vOTU inh -39.1, TcdB inh 1.3 and PrPC surface inh -16.4.
For CCCC[C@@H](CN[C@H](C)CNC)NCC1CCC(C(C)(C)C)CC1 (stereo partly specified) the results were CCHF vOTU inh 5.8, TcdB inh 0.8 and PrPC surface inh -1.8.
CCCCCCCCN1C(=O)[C@H](CC(=O)NCCCOCCCC)C[C@@]2(C(=O)OC)CC(C)(C)CC=C12 was read as CCHF vOTU inh 22.0, TcdB inh 0.0 and PrPC surface inh -2.0.
Screening COC(=O)C[C@H]1C=C[C@H](NC(=O)Nc2ccccc2)[C@@H](CO)O1 returned CCHF vOTU inh 9.5, TcdB inh -0.1 and PrPC surface inh -7.5.
For CC1(C)CC(Cc2ccc(C(F)(F)F)cn2)N(C(=O)OC(C)(C)C)C1 (stereo unspecified) the results were CCHF vOTU inh 11.8, TcdB inh -0.6 and PrPC surface inh -2.2.
For NC(N)=Nc1cc2ccccc2c2ccccc12 the results were CCHF vOTU inh -2.6, TcdB inh 0.0 and PrPC surface inh 7.0.
`N#C[C@@H]1N[C@H](CO)[C@@H]1c1ccccc1` gave CCHF vOTU inh -3.8, TcdB inh -1.1 and PrPC surface inh -5.7.
C[C@H](CO)N1C[C@H](C)[C@@H](CN(C)C(=O)Nc2ccccc2F)OCc2cn(nn2)CCCC1=O was read as CCHF vOTU inh -1.7, TcdB inh 0.4&0.8 and PrPC surface inh -0.3.
`COCCCNC(=O)C[C@@H]1C[C@@]2(C(=O)OC)CCCCC=C2N(CCc2ccc(OC)c(OC)c2)C1=O` gave CCHF vOTU inh 3.8, TcdB inh 0.4 and PrPC surface inh -2.1.
`CCCCNC(=O)C[C@H]1C[C@@]2(C(=O)OC)C(=C[C@H](C(C)(C)C)O[C@@H]2C)N(CCC2=CCCCC2)C1=O` gave CCHF vOTU inh 28.0, TcdB inh 1.6 and PrPC surface inh 8.6.
Screening O=C(C(=O)N1CCC(CNS(=O)(=O)Cc2ccccc2)CC1)c1cccs1 returned CCHF vOTU inh 1.2, TcdB inh -0.7 and PrPC surface inh 2.8.
For CN(C)Cc1ccccc1 the results were CCHF vOTU inh -3.2, TcdB inh 0.7 and PrPC surface inh 7.9.
`COC(=O)C1=C(C)N(C)C(=NCc2cc(OC)c(OC)c(OC)c2)NC1c1ccc(C(F)(F)F)cc1` (stereo unspecified) gave CCHF vOTU inh 7.0, TcdB inh 0.6 and PrPC surface inh 1.3.
For CCC/C(=C1/c2ccccc2C(=O)N1c1ccccc1)c1ccc(C=O)o1 the results were CCHF vOTU inh 1.0, TcdB inh 0.6 and PrPC surface inh -2.3.
Screening CSCCC(C(=O)NC1CCCC1)n1c(-c2ccccn2)nc2ccccc21 (stereo unspecified) returned CCHF vOTU inh -12.1, TcdB inh 0.6 and PrPC surface inh 5.6.
For C[C@H](CO)N1C[C@H](C)[C@@H](CN(C)C(=O)Nc2cccc(F)c2)OCc2cn(nn2)CCCC1=O the results were CCHF vOTU inh -6.4, TcdB inh -0.1&0.2 and PrPC surface inh 2.2.

Quoted from above, 6 compounds:
For COc1ccc(CN2C[C@@]3(O)CC[C@@H](O)[C@@H](OC)[C@@H]3[C@@](C)(O)[C@@H]2CC=C(C)C)cc1 the results were CCHF vOTU inh 12.3, TcdB inh 1.1 and PrPC surface inh 4.4.
For Cc1cccc(/C=C/C(=O)c2ccc(N3CCOCC3)cc2)c1 the results were CCHF vOTU inh -9.1, TcdB inh -0.1 and PrPC surface inh -6.2.
`COc1ccc(-c2ccc3c(n2)CCCN3S(=O)(=O)c2ccccc2)cc1` gave CCHF vOTU inh -7.4, TcdB inh 1.4 and PrPC surface inh 3.0.
`O=C(CSc1ccc(Cl)cc1)Nc1cc(-c2nc3ncccc3o2)ccc1Cl` gave CCHF vOTU inh -7.3, TcdB inh -1.2 and PrPC surface inh -4.8.
For COC(=O)C1=C(C)N(Cc2ccc(C(F)(F)F)cc2)C(=NCc2ccc(C(F)(F)F)cc2)NC1c1ccc(F)cc1 (stereo unspecified) the results were CCHF vOTU inh 17.4, TcdB inh -0.2 and PrPC surface inh 7.8.
For O=C(NCCN1CCC2(CC1)C(=O)NCN2c1ccccc1)c1cccnc1Cl the results were CCHF vOTU inh -13.2, TcdB inh 1.0 and PrPC surface inh -8.7.

The listing continues:
COC(=O)C1(C(=O)OC)C[C@H](/C=C/c2ccccc2)N(Cc2ccccc2OC)[C@@H]1c1cccc(Br)c1 was read as CCHF vOTU inh -4.5, TcdB inh -0.8 and PrPC surface inh 0.5.
Screening Cn1c(=O)c2c(c3ccccc31)OC(C)(C)C=C2 returned CCHF vOTU inh 10.8, TcdB inh -4.4 and PrPC surface inh -1.9.
For CCOC(=O)C1=C(C(=O)OCC)C2N(Cc3ccc(C#N)cc3)c3ccccc3[C@@]23C[C@@H](C(=O)OC)N(S(=O)(=O)c2cccs2)C3=N1 (stereo partly specified) the results were CCHF vOTU inh -4.8, TcdB inh 0.1 and PrPC surface inh -1.8.
`Cc1ccc(C2c3c(-c4ccccc4)n[nH]c3C(=O)N2c2ccccc2)cc1` (stereo unspecified) gave CCHF vOTU inh 3.2, TcdB inh 1.2 and PrPC surface inh 3.1.
For Cc1cc(=S)c2cccc(C)c2[nH]1 the results were CCHF vOTU inh 2.4, TcdB inh 0.6 and PrPC surface inh -4.5.
`CCc1c(-c2cccc(OC)c2)ncn1CCc1ccccc1OC` gave CCHF vOTU inh 10.6, TcdB inh -0.4 and PrPC surface inh -2.4.
For COC(=O)C1=C(C)N(C)C(=NCc2cccc(C(F)(F)F)c2)NC1c1ccc(F)cc1 (stereo unspecified) the results were CCHF vOTU inh -3.8, TcdB inh 0.4 and PrPC surface inh -6.4.
Screening CC(C)NC(=O)C1(C)CN(S(C)(=O)=O)CC(=O)N1CC(F)(F)F (stereo unspecified) returned CCHF vOTU inh -6.8, TcdB inh -0.4 and PrPC surface inh -0.9.
`Cc1c(C(=O)NCCCN2CCOCC2)sc2nc(-c3ccccc3)cn12` gave CCHF vOTU inh -2.6, TcdB inh 3.1 and PrPC surface inh 3.4.
For C[C@@H]1C=CCCO[C@]12C(=O)N(Cc1ccc(Br)cc1)c1cccc(Br)c12 the results were CCHF vOTU inh 11.2, TcdB inh 1.2 and PrPC surface inh 4.1.
For C[C@H](c1ccccc1)N1C[C@@H](COCc2ccccc2)Oc2cccc(Oc3ccc(F)cc3)c2S1(=O)=O the results were CCHF vOTU inh 2.4, TcdB inh -0.8 and PrPC surface inh 3.4.
`O=C(N=C1c2ccccc2CN1c1ccc(F)c(Cl)c1)c1cccnc1Cl` gave CCHF vOTU inh 6.2, TcdB inh -0.2 and PrPC surface inh 0.7.
Nc1[nH]c(C(=O)c2ccccc2)c(-c2ccccn2)c1C(=O)c1c[nH]c2ccc(F)cc12 was read as CCHF vOTU inh -3.5, TcdB inh 0.7 and PrPC surface inh -5.2.
Screening NNC(=O)CCc1nc2ccccc2[nH]1 returned CCHF vOTU inh 3.3, TcdB inh 0.4 and PrPC surface inh -0.3.
Screening CC(C)Cn1c(N)c(C(=O)COC(=O)c2cc(C(F)(F)F)nc3c(C(F)(F)F)cccc23)c(=O)n(C)c1=O returned CCHF vOTU inh -1.7, TcdB inh 0.1 and PrPC surface inh -4.4.
Screening COc1ccc(N(C)S(=O)(=O)c2cccc(C(=O)Nc3ccc(OC)nc3)c2)cc1 returned CCHF vOTU inh -5.0, TcdB inh -4.3 and PrPC surface inh 6.0.
Screening CC(=O)/C=C1\OCc2ccccc21 returned CCHF vOTU inh 7.6, TcdB inh -0.1 and PrPC surface inh -7.1.
For CC1(C(=O)Nc2ccc3c(c2)OCCO3)CSCC(=O)N1CCCN1CCOCC1 (stereo unspecified) the results were CCHF vOTU inh -2.7, TcdB inh 1.6 and PrPC surface inh -0.5.
CC(C)[C@H](NC(=O)CC1CCCC1)C(=O)N1CCC[C@H]1C(=O)NCc1ccccc1 was read as CCHF vOTU inh 16.5, TcdB inh -0.1 and PrPC surface inh 4.2.
For CC(NC(=O)c1c(N)[nH]c(C(=O)c2ccc(Cl)cc2)c1-c1ccc(Br)cc1)c1cccc2ccccc12 (stereo unspecified) the results were CCHF vOTU inh 6.0, TcdB inh 0.9 and PrPC surface inh -0.7.
Screening COC(=O)C1=C(C)N(C)C(=NCc2ccc(OC)cc2)NC1c1cccc(F)c1 (stereo unspecified) returned CCHF vOTU inh -3.4, TcdB inh -1.3 and PrPC surface inh -0.3.
Cc1ccc(S(=O)(=O)N2CCN(CC(=O)N/N=C/c3ccccc3OCC(=O)O)CC2)cc1 was read as CCHF vOTU inh 8.5, TcdB inh -0.3 and PrPC surface inh -7.6.
For Nc1[nH]c(C(=O)c2ccc(Br)cc2)c(-c2ccc(Cl)c(Cl)c2)c1C(=O)NCCc1c[nH]c2ccccc12 the results were CCHF vOTU inh 15.5, TcdB inh -9.5 and PrPC surface inh 7.5.
COc1ccc(OCC2CN(Cc3ccccc3)S(=O)(=O)CCO2)cc1 (stereo unspecified) was read as CCHF vOTU inh 1.2, TcdB inh 0.2 and PrPC surface inh 2.1.
For COC(=O)[C@]12C[C@H](CC(=O)N3CCC(c4ccccc4)CC3)C(=O)N(Cc3ccccc3)C1=C[C@H](C1CCCC1)O[C@@H]2C the results were CCHF vOTU inh 8.1, TcdB inh 2.6 and PrPC surface inh 11.4.
For Cc1cccc(C)c1NC(=O)C1(C)CN(S(C)(=O)=O)CC(=O)N1CC(F)(F)F (stereo unspecified) the results were CCHF vOTU inh 8.7, TcdB inh -0.6 and PrPC surface inh 10.6.
Screening Cc1ccc(Cc2c(C)nc3nc(SCC(=O)NCCCN4CCCCCC4)nn3c2C)cc1 returned CCHF vOTU inh 13.7, TcdB inh -0.6 and PrPC surface inh -7.9.
Screening COc1cc(C(=O)C(=O)N2CCN(c3ccccc3)CC2)cc(OC)c1OC returned CCHF vOTU inh 6.4, TcdB inh 1.3 and PrPC surface inh 6.8.
For COC(=O)C[C@H]1C=C[C@@H](NS(=O)(=O)c2ccccc2)[C@@H](CO)O1 the results were CCHF vOTU inh -3.1, TcdB inh 1.0 and PrPC surface inh 0.8.
For CCCCc1c(-c2ccccc2OC)ncn1Cc1ccccc1Cl the results were CCHF vOTU inh 26.6, TcdB inh 2.3 and PrPC surface inh 10.8.
O=C1NC(Cc2ccccc2)c2nc3ccc(F)cc3c(=O)n2-c2cc(Cl)ccc21 (stereo unspecified) was read as CCHF vOTU inh 16.4, TcdB inh -7.0 and PrPC surface inh 5.2.
`O=C(NC1CCCC1)C1C(c2ccccc2)=Nc2ccccc2N1C(=O)c1cc(Cl)cc(Cl)c1` (stereo unspecified) gave CCHF vOTU inh -4.6, TcdB inh 1.5 and PrPC surface inh 11.6.
For CCOC(=O)C1=C(C(=O)OCC)C2N(Cc3ccc(Br)cc3)c3ccccc3[C@@]23C[C@@H](C(=O)OC)N(S(=O)(=O)c2ccc(C(F)(F)F)cc2)C3=N1 (stereo partly specified) the results were CCHF vOTU inh 23.3, TcdB inh -4.8 and PrPC surface inh 3.9.
`CSCCC(C(=O)NC(C)(C)C)n1c(-c2cccc(NC(C)=O)c2)nc2ccccc21` (stereo unspecified) gave CCHF vOTU inh -11.1, TcdB inh 0.4 and PrPC surface inh -1.1.
Screening Cc1ccc2nc(-c3ccc(Cl)cc3)c(Cc3ccsc3)n2c1 returned CCHF vOTU inh 10.3, TcdB inh 1.2 and PrPC surface inh -0.3.
COc1cccc(CNC(=O)[C@H]2CCCN2C(=O)[C@H]2CCCN2C(=O)c2ccc(OC(F)(F)F)cc2)c1 was read as CCHF vOTU inh -11.5, TcdB inh 0.5 and PrPC surface inh -2.6.
Cc1ccc(N2CCN(C(=O)C(=O)c3ccc(F)c(F)c3)CC2)cc1 was read as CCHF vOTU inh 19.2, TcdB inh 1.0 and PrPC surface inh -1.5.
`c1ccc(Cc2cnc(N3CCN(Cc4ccc5c(c4)OCCO5)CC3)nc2)cc1` gave CCHF vOTU inh 18.8, TcdB inh -9.9 and PrPC surface inh 10.0.

This is a subset (hit frequency here may not be typical).
